Pyk2 oligo antag = antagonists of human Pyk2 oligomerization. AID 1347419. Q14289. hit rate 0.83% among 99,000. z-score (the deposit names both 25 µM and 10 µM). Q293 cells, Pyk2 FERM NanoBiT luminescence; stronger effect = lower value;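 active = Z-score of -3 or lower, scaled per plate to the spread of control and sample wells; inactive = z-score above -3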;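 note: negative z-score means lost luminescence so less FERM oligomerization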
Target sequence (Q14289 whole entry, looked up): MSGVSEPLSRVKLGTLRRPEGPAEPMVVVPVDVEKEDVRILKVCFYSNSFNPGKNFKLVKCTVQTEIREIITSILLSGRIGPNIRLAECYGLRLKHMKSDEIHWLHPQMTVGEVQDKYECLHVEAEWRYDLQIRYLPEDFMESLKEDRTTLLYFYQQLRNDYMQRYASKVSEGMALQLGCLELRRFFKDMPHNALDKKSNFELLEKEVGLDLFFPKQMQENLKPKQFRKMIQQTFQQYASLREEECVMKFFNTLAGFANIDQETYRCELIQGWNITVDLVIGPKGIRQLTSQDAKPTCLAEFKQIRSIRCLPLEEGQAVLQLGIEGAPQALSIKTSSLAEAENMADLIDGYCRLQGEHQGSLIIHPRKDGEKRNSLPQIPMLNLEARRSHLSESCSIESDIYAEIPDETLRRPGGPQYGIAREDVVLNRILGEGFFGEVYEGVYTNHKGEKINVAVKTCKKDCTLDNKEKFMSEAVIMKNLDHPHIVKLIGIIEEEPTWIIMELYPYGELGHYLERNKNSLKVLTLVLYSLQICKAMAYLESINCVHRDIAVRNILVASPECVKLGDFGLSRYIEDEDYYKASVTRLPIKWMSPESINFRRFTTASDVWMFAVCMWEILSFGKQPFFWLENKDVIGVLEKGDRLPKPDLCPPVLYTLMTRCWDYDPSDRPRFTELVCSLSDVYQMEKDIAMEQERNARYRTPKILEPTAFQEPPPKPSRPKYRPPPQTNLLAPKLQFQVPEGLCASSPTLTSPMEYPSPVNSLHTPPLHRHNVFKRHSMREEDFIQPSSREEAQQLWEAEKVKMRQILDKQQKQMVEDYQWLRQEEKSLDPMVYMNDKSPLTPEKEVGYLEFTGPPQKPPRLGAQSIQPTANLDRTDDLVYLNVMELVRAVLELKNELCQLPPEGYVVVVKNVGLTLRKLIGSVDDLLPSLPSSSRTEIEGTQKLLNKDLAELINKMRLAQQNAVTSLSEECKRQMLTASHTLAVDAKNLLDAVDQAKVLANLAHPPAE
An asterisk follows results filed as active. This is a subset, so the mix of outcomes need not match the whole.

Start of the data: the first 4 entries, to show the layout:
canonical_smiles	Pyk2 oligo antag
CCc1ccc(NC(=O)Cn2c(SC)nc3ccccc32)cc1	-2
Cc1noc(C)c1COC(=O)c1cc2c(C)nn(-c3ccc(F)cc3)c2s1	0.84
COc1cccc(C(=O)Nc2cc3c(cc2Br)OCCCO3)c1	0.23
CC(=O)c1ccc(N2CCN(C(=O)c3ccc(NC(=O)C4CCCO4)cc3)CC2)cc1 (configuration not stated)	1.3

The list itself, previewed entries included:
canonical_smiles	Pyk2 oligo antag
CCc1ccc(NC(=O)Cn2c(SC)nc3ccccc32)cc1	-2
Cc1noc(C)c1COC(=O)c1cc2c(C)nn(-c3ccc(F)cc3)c2s1	0.84
COc1cccc(C(=O)Nc2cc3c(cc2Br)OCCCO3)c1	0.23
CC(=O)c1ccc(N2CCN(C(=O)c3ccc(NC(=O)C4CCCO4)cc3)CC2)cc1 (configuration not stated)	1.3
CCOC(=O)C1CCN(S(=O)(=O)c2cnc[nH]2)CC1	-0.84
Cc1nc2ccc(S(=O)(=O)Nc3ccccc3C)cc2s1	-0.76
COCCCNC(=O)Cn1nnc(-c2ccc(NC(=O)c3ccc(F)cc3)cc2)n1	1.4
c1ccc(-n2c(-c3ccco3)nnc2N2CCOCC2)cc1	-0.03

New compounds follow
canonical_smiles	Pyk2 oligo antag
O=C(NC12CC3CC(CC(C3)C1)C2)N1CCC(n2nnc3ccccc32)CC1	0.9
C=CCOC(=O)C1=C(C)N=C2SCCC(=O)N2C1c1ccc(OC(=O)c2ccco2)cc1 (configuration not stated)	-1.2
CSCCC(NC(=O)c1ccccc1)C(=O)N/N=C(\C)c1ccccc1 (configuration not stated)	0.05
O=C1C2C3c4ccccc4C(c4ccccc43)[C@@H]2C(=O)N1c1nc(-c2ccccc2)cs1 (some centres not stated)	-0.11
NC(=O)COC(=O)C(Cc1ccccc1)NS(=O)(=O)c1ccccc1F (configuration not stated)	0.33
Cc1ccc(NC(=O)Cc2ccc([N+](=O)[O-])cc2)c(Br)c1	0.79
COc1ccc(CC(=O)N2N=C(C)CC2(O)c2cccnc2)cc1OC (configuration not stated)	0.55
CCOC(=O)c1oc2nc3c(cc2c1N)COC(C)(C)C3	0.12

Next structures.
canonical_smiles	Pyk2 oligo antag
CCOCCCNC(=O)C1CCN(C(=O)N(C)C)CC1	-1
CN1CC(=O)N(CCOc2ccccc2)C1=O	0.23
COc1cc(CO)cc(Br)c1OCc1cccnc1	0.2
O=C(NCc1ccco1)c1cccc2c1C(=O)N(C1CCCCC1)C2	-0.51
O=C(O)CSc1nnc(-c2cccnc2)n1Cc1ccccc1	-0.35
Cc1ccc(Cn2c([N+](=O)[O-])cnc2C)cc1	1.2
O=c1c2ccccc2n(Cc2ccc(Cl)cc2)c(=O)n1Cc1ccco1	-2.1
CCN(CC)CCCOc1ccc(Cl)c(Cl)c1	-0.5

Further entries follow.
canonical_smiles	Pyk2 oligo antag
O=c1c2cc(N3CCOCC3)ccc2[nH]c(=S)n1Cc1ccco1	-0.38
O=C(c1cccs1)N1CCN(Cc2cccnc2)CC1	-0.54
O=C(CSc1ncccn1)Nn1cnnc1	2.1
Cc1ccc(-n2[nH]c(C)c(C=Nc3ccc(C)cn3)c2=O)cc1	0.69
c1ccc(OCc2nn3c(-c4ccncc4)nnc3s2)cc1	0.73
CC(C)CNC(=O)CSc1nc2scc(-c3ccccc3)c2c(=O)[nH]1	-0.37
CCCCc1ccc(NS(=O)(=O)N(C)C)cc1	0.26
Cc1ccc(OCCSc2cc(C)nc(N)n2)cc1	-0.13

Carrying on:
canonical_smiles	Pyk2 oligo antag
CC(NC(=O)/C(=C/c1cccc([N+](=O)[O-])c1)NC(=O)c1ccco1)C(=O)O (configuration not stated)	1.3
O=C(Nc1ccccc1C(=O)N1CCCC1)c1cccc(S(=O)(=O)N2CCCCCC2)c1	0.1
Cc1cccc(N2C(=O)SC(N(C)c3ccccc3)C2=O)c1 (configuration not stated)	-0.13
NCCCNC(=O)c1cc2ccccc2[nH]1	-0.09
O=C(NCCC1=CCCCC1)C1COc2ccccc2O1 (configuration not stated)	-0.11
CCOC(=O)C(C)Sc1nnc2n1C(C)(C)Cc1ccccc1-2 (configuration not stated)	-0.32
CCOC(=O)c1sc(NC(=O)Nc2cccc(Cl)c2)cc1C	-1.6
O=C(Nc1ccc(C2CCCCC2)cc1)C1CCN(c2ncccn2)CC1	0.08

The listing continues:
canonical_smiles	Pyk2 oligo antag
CC(C)C(NC(=O)OCc1ccccc1)C(=O)OCC(=O)N1C(C)CCCC1C (configuration not stated)	0.28
CCOC(=O)C1CCCN(c2nnnn2-c2ccccc2)C1 (configuration not stated)	2.8
COc1ccc(OC)c(N=c2oc3c(OC)cccc3cc2C(=O)NCc2ccco2)c1	-0.44
Cc1ccn2cc(C(=O)Nc3nnc(C)s3)nc2c1	1.1
Nc1c(C(=O)NC2CCCC2)sc2nc(-c3cccs3)ccc12	0.49
CCOC(=O)N1CCN(c2nc(-c3ccc(Cl)cc3)cs2)CC1	0.61
COc1ccc(NC(=O)CSc2nnc(-c3ccco3)n2C)cc1	0.54
O=C(CSc1nnc(-c2ccccn2)n1Cc1ccco1)c1ccc(-c2ccccc2)cc1	1.2

The list goes on:
canonical_smiles	Pyk2 oligo antag
CC(C(=O)Nc1ccc(S(=O)(=O)N2CCOCC2)cc1)N(c1ccccc1)S(C)(=O)=O (configuration not stated)	1
CCOc1ccccc1N1CC(C(=O)Nc2nccs2)CC1=O (configuration not stated)	-0.3
Cc1ccc(CCNC(=O)CN2C(=O)COc3ccccc32)cc1	0.09
Cn1c(=O)c(S(=O)(=O)C(C)(C)C)c(O)c2ccccc21	1.4
CCCCN1CCc2c([nH]c3ccccc23)C1=O	0.01
CCOc1cccc(-c2nnc3sc(-c4ccco4)nn23)c1	-0.84
Cc1ccc(-c2nnn(CC(=O)N(c3ccccc3F)C(C(=O)NC3CCCC3)c3ccco3)n2)o1 (configuration not stated)	-0.55
CCN(CC(=O)c1c(N)n(C)c(=O)n(C)c1=O)c1cccc2ccccc12	0.81

(continued)
canonical_smiles	Pyk2 oligo antag
Brc1ccc2c(c1)OCCOCCOCCOCCOCCOCCO2	1.1
COc1cc(C(=O)NCCC(=O)NC2CCCCCCC2)cc(OC)c1OC	-1.1
COc1cccc(CN2CCN(C(=O)CC(C)C)CC2)c1	0.36
O=C(Nc1ccc(F)cc1)N(CCCN1CCOCC1)Cc1cc2cc3c(cc2[nH]c1=O)OCO3	0.36
Cc1cc(C)n2nc(SCC(=O)N(C(C)C)C(C)C)nc2n1	0.61
CCCCCCc1cc2cc(C(=O)Nc3ccccc3)c(=O)oc2cc1O	-2.2
O=C(CSc1nc2ccccc2o1)NCC(=O)c1ccccc1	0.7
CCN(C(=O)CSc1nnnn1-c1cc(C)ccc1OC)C1CCS(=O)(=O)C1 (configuration not stated)	0.26

(more compounds)
canonical_smiles	Pyk2 oligo antag
CCCCOc1ccc(/C(O)=C2/C(=O)C(=O)N(CCCOC)C2c2ccncc2)cc1 (configuration not stated)	1.2
COc1ccc(CNC(=O)c2cc3c(=O)n4ccccc4nc3n(CC3CCCO3)c2=N)cc1 (configuration not stated)	-0.51
Cc1ccc(N2C(=O)C(Cc3ccc(O)cc3)NC2=S)cc1C (configuration not stated)	-0.11
COc1cc(C2c3c(oc4ccccc4c3=O)C(=O)N2CCN2CCOCC2)cc(OC)c1OC (configuration not stated)	0.01
CC(=O)NC(=S)Nc1cc(C(F)(F)F)ccc1N1CCOCC1	-0.78
Cc1nc([N+](=O)[O-])nn1C12CC3CC(CC(Cl)(C3)C1)C2	-0.55
COc1ccccc1C(=O)/C=C/c1ccc(N2CCCCC2)c([N+](=O)[O-])c1	-2.9
O=C(COc1ccc(Cl)cc1Cl)Nc1ccc(Cl)cn1	1.8

Next structures
canonical_smiles	Pyk2 oligo antag
O=C(COc1ccccc1)N1CCN(C(=O)c2cccs2)CC1	0.12
O=C(COC(=O)c1ccc(Oc2ccccc2)cc1)Nc1nnc(-c2ccccc2)o1	1.1
COc1ccc2[nH]c3ccc(OC)cc3c2c1	-0.72
Cc1ccc2cc(C(c3nnnn3C3CCCC3)N(Cc3cccnc3)Cc3ccco3)c(=O)[nH]c2c1 (configuration not stated)	-0.52
Cc1cc(C)n(C(=O)c2cc3sccc3[nH]2)n1	1.1
COc1ccc2nc(N3C(=O)CC(C(C)c4ccccc4)C3=O)sc2c1 (configuration not stated)	-0.35
Cc1ccc2nc(SC(C(=O)Nc3ccc(F)cc3)c3ccccc3)[nH]c2c1 (configuration not stated)	-2.3
COCCNCCCCOc1ccccc1-c1ccccc1	0.21

Additional records
canonical_smiles	Pyk2 oligo antag
Cc1cccc(Nc2ccc([N+](=O)[O-])cc2C(=O)O)c1	-1
Cc1cccc2cc(-c3ccccc3)c(-c3ccccc3)c[n+]12	1
O=C(CCCC(=O)OCC(Cl)=C(Cl)Cl)Nc1ccccc1F	0.18
Nc1nc(NC(=O)c2ccco2)nn1-c1ccccc1	0.22
CCOc1ccccc1NC(=O)CCS(=O)(=O)c1cccc2nonc12	-0.1
Cc1ccsc1CN1CCN(c2ccccn2)CC1	-0.1
O=C(NCc1cccnc1)c1noc2c1CCCC2	-0.66
CCCC(=O)N1N=C(c2ccccc2)CC1c1cn(C)c2ccccc12 (configuration not stated)	-1.5

Further records
canonical_smiles	Pyk2 oligo antag
Cc1ccc(C2C=C(c3ccccc3OC(F)F)Nc3ncnn32)cc1 (configuration not stated)	-2.5
Cc1ccc(-c2cc(C(=O)N(C)Cc3cnn(C)c3C)c3cc(Br)ccc3n2)cc1	-2.4
Cc1ccc2c(c1)c(N=NC(N)=S)c(O)n2Cc1ccccc1	0.83
CCCCOC(=O)Nc1cc(C(=O)OC)ccc1C(=O)OC	-0.95
CCn1cc(Br)c(C(=O)Nc2ccc(F)c(Cl)c2)n1	-0.62
COCN(C#N)c1nc(OC)nc(OC)n1	0.02
COC(=O)c1ccccc1NC(=O)c1c(O)c2c([nH]c1=O)CCCC2	-0.53
Cc1nnc(SCC(=O)Nc2cccc(C(F)(F)F)c2)n1Cc1ccco1	0.09

New compounds follow.
canonical_smiles	Pyk2 oligo antag
CCc1nc2nc(C)cc(Nc3cccc(C(F)(F)F)c3)n2n1	-1.1
Cc1nc2cc(S(=O)(=O)C(F)(F)F)ccc2s1	0.54
Cn1c(=O)cc(SCC(=O)N2CCCC2)c2cc(Cl)ccc21	-0.73
CCOCCOC(=O)C1=C(C)N(C)C(=O)NC1c1ccccc1Cl (configuration not stated)	-1.4
Cc1c(/C=N/N2C(=O)C3C4C=CC(C4)C3C2=O)c2ccccc2n1C (configuration not stated)	0.37
O=C(CN1C(=O)c2ccccc2C1=O)NCc1ccncc1	1.2
O=C(CN1CCN(CCC(=O)Nc2ccccc2F)CC1)Nc1ccc(F)cc1	-0.83
Cc1cc2nncn2c(Cc2ccccc2)n1	0.93

Continuation.
canonical_smiles	Pyk2 oligo antag
C=CCn1c(=NC(=O)c2ccc(S(=O)(=O)N3CCCC3)cc2)sc2cc(NC(C)=O)ccc21	0.03
c1ccc2nc(-c3nc4ccccc4o3)ccc2c1	-1.1
O=C(N/N=C/c1ccc(OC(F)F)cc1)c1ccc(Br)cc1	0.25
Cn1c(=O)c2c(O)c(Cc3ccccc3)c(=O)[nH]c2n(C)c1=O	0.2
CC(=O)N(C(C)=O)S(=O)(=O)c1ccc(N=NN2CCOCC2)cc1	-0.8
CC1CN(C)C(C)CC1NCc1ccc2c(c1)OCO2 (configuration not stated)	-0.97
CCCc1ccc(-c2ccc(C(=O)O)cc2)nc1	0.11
COCCN(C(=O)Nc1ccc(OC)cc1OC)C1CCN(C(C)C)CC1	0.81

3 compounds out of the list above, ordered by the value under Pyk2 oligo antag, falling:
canonical_smiles	Pyk2 oligo antag
O=C(N/N=C/c1ccc(OC(F)F)cc1)c1ccc(Br)cc1	0.25
CCCc1ccc(-c2ccc(C(=O)O)cc2)nc1	0.11
c1ccc2nc(-c3nc4ccccc4o3)ccc2c1	-1.1

The list continues.
canonical_smiles	Pyk2 oligo antag
COCCCNS(=O)(=O)c1ccc2c(c1)OCCO2	0.28
Cc1ccsc1/C=C(\C#N)C(=O)Nc1c(C)n(C)n(-c2ccccc2)c1=O	0.95
COc1ccccc1C(=O)NC(CCSC)C(=O)OCC(=O)NC(=O)NCc1ccco1 (configuration not stated)	-0.59
Cc1ccc(S(=O)(=O)N2CCOCC(=O)NCCOCCNC(=O)COCC2)cc1	1.4
C#CCOC(=O)C1C2C=CC(C2)C1C(=O)O (configuration not stated)	-0.56
CN(C(=O)c1cccnc1)c1nnc(-c2cccnc2)s1	0.26
O=C(Nc1ccccc1C(=O)N1CCCC1)C1CCN(c2ncccn2)CC1	-0.2
COc1ccc(OC)c(/C=N/NC(=O)c2cc[n+](Cc3ccccc3)cc2)c1	0.5

Filtered by structure: the entries above containing a cyano group (2)
canonical_smiles	Pyk2 oligo antag
COCN(C#N)c1nc(OC)nc(OC)n1	0.02
Cc1ccsc1/C=C(\C#N)C(=O)Nc1c(C)n(C)n(-c2ccccc2)c1=O	0.95

Following part.
canonical_smiles	Pyk2 oligo antag
Cc1nc(N2CCN(C(=O)c3ccco3)CC2)c2oc3ccccc3c2n1	1.2
CN(C)S(=O)(=O)c1ccc(S(=O)(=O)N(CC(=O)Nc2ccccc2)Cc2ccco2)cc1	0.43
COCCOc1ccc(C(F)(F)F)cc1Nc1nc2ccccc2o1	-1.1
COC(=O)c1sc2nc(CN3CCOCC3)nc(N3CCOCC3)c2c1C	-0.72
CC1=C(C(=O)Nc2cc(C)ccn2)C(c2cnn(C)c2)C2=C(CC(c3ccccc3)CC2=O)N1 (configuration not stated)	1.4
CCOc1cccc2cc(C(=O)Nc3ccccc3-c3ccccc3)c(=O)oc12	0.75
CCNc1nc(NCC)nc(-n2nc(C)cc2C)n1	0.96
Cc1cccc(OCC(=O)N/N=C/c2cc([N+](=O)[O-])ccc2N2CCOCC2)c1	-0.07

Next entries
canonical_smiles	Pyk2 oligo antag
CC(C)c1ccc2[nH]c(O)c(N=NC(=O)c3ccc(CSc4nncn4C)cc3)c2c1	0.94
CNC(=S)N1N=C(c2ccccc2)CC1c1ccc(OC)c(OC)c1 (configuration not stated)	0.04
O=C(CN1C(=O)C2(OCCCO2)c2ccccc21)NCc1ccccc1	0.01
CCn1cc(C(=O)N(CCCN2CCOCC2)Cc2ccco2)c(=O)c2ccc(C)nc21	1.3
COc1ccc(S(=O)(=O)N2CCN(C(=O)c3cccs3)CC2)cc1OC	0.57

Screening data (PubChem BioAssay)
